N-glyco inh: increase of ERlucT glycosylation luciferase signal, primary screen, N-linked glycosylation inhibitor project, D54 ERlucT cells, luminescence, set 2; D54 ERlucT glycosylation luciferase reporter, 24 h; percent of 100 nM tunicamycin response; reporter increase, % at 12.5 µM; hit rate 0.23% among 360,000;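 active = mean luciferase reporter signal, scaled so untreated is 0 and the glycosylation-blocking control 100, at or above a set limit in every replicate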;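 also: luciferase carries N-glycosylation sites so blocking glycosylation raises the light; 0% = median of neutral control wells and 100% = median of 100 nM tunicamycin wells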
Cardio protect: cardioprotection against H2O2-induced cell death, primary screen, uHTS, H9c2 cells, ATPLite luminescence; H9c2 cardiomyocytes, H2O2 injury protection, 2 h; protection from H2O2 cell death, % at 20 µM; hit rate 0.63% among 360,000; AID 588492, 2011;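 active = compounds giving at least 50% protection of heart cells from peroxide-induced death in the single-dose screen, raw or plate-pattern-corrected value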;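 also: 0% = DMSO wells with peroxide and 100% = DMSO wells without peroxide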
Granule exo inh: LAMP-1 surface exposure blockers, TALL-104 cells – cell-based, flow cytometry, MLPCN library, primary screen; TALL-104 LAMP-1 surface exposure; cells stimulated with thapsigargin and PMA; inhibition, % at 10 µM; hit rate 0.66% among 360,000; AID 651702, 2012;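 active = inhibition above about 55%, limit read from the data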
Vif imaging: HIV Vif self-association inhibitors, primary screen, imaging, HEK293T, single point. HEK293T cells, Vif self-association by quenched fluorescence, 24 h. inhibition, % at 7.49 µM. hit rate 0.35% among 340,000; in the data active = inhibition above about 50%, passing the limit was not always enough; also: some results filed as inactive read as strong as hits
PDI inh: inhibitors of human PDI, primary screen, biochemical, turbidity, single point, plate reader | PDI insulin aggregation turbidity, A650, 90 min | AID 588391, 2011 | inhibition, % at 10 µM | Protein disulfide-isomerase (Homo sapiens), P07237 | hit rate 0.052% among 350,000;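 active = mean inhibition across replicates of 30% or more, whatever share of single replicates reach that level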;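 also: absorbance from insulin aggregation driven by PDI reduction with DTT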
m5-HT2A agonist: mouse Htr2a agonists via beta-arrestin recruitment, primary screen, cell-based, luminescence | activation, % at 7.6 µM | CHO-K1 mHTR2A beta-arrestin complementation; percent of 30 µM serotonin response | hit rate 0.66% among 360,000 | 5-hydroxytryptamine receptor 2A (Mus musculus), P35363 | AID 624169, 2012;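 active = activation above a run cutoff, the mean activation of all tested compounds plus 3 SD, cut at about 14% in these data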;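 also: 0% = plate median of compound wells and 100% = 30 µM serotonin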
CaV13 ICDI inh: Disruptors of the CACNA1D IQ motif to Ca2+-dependent inactivation inhibitor domain association, primary screening, Förster resonance energy transfer in intact living …; HEK cells, CFP/YFP FRET ICDI-IQ, plate reader, 10 min; percent FRET-ratio fall versus neutral wells; inhibition, % at 12.3 µM; hit rate 0.098% among 340,000;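 active = mean replicate inhibition of at least 30% and at least 1% of replicates passing that level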;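 also: 0% = median of the neutral control wells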
aDG glyco act: activators of alpha-DG glycosylation, primary screen, uHTS, Pro5-aDG cells, AlphaScreen; alpha-DG glycosylation AlphaScreen (IIH6); 0% Pro5, 100% B10-LARGE cell signal; activation, % at 10 µM; hit rate 0.22% among 360,000; AID 624168, 2012;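 active = activation of at least 8% versus controls, or a plate z-score of at least 8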;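 also: Pro5 are CHO cells carrying HIG-tagged alpha-DG that lacks glycosylation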
hiPSC survival: enhancers of single-cell hiPSC survival, primary screen, ATPlite luminescence; 100% = ROCK inhibitor wells, 0% = DMSO; survival enhancement, % at 20 µM; hit rate 0.044% among 360,000; AID 602274, 2012; in the data active = survival enhancement above about 18%;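 also: cells exposed to compounds for 16 hours before the ATP read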
ABCB6 inh 2: ABCB6 transporter inhibitors, primary screen, K562-ABCB6 cells, flow cytometry, MLPCN library | K562-ABCB6 porphyrin accumulation, 1 h; active compounds read low | fluorescence ratio to DMSO, % at 10 µM | hit rate 0.19% among 360,000 | ATP-binding cassette sub-family B member 6 (Homo sapiens), Q9NP58;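 active = fluorescence ratio to DMSO below 75%, the collection mean minus 3 SD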;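 also: signal is porphyrin accumulated inside mitochondria; 100% equals median channel fluorescence of DMSO control wells; lower ratio means ABCB6 inhibition with less porphyrin fluorescence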
Target sequence (Q9NP58 whole entry, looked up): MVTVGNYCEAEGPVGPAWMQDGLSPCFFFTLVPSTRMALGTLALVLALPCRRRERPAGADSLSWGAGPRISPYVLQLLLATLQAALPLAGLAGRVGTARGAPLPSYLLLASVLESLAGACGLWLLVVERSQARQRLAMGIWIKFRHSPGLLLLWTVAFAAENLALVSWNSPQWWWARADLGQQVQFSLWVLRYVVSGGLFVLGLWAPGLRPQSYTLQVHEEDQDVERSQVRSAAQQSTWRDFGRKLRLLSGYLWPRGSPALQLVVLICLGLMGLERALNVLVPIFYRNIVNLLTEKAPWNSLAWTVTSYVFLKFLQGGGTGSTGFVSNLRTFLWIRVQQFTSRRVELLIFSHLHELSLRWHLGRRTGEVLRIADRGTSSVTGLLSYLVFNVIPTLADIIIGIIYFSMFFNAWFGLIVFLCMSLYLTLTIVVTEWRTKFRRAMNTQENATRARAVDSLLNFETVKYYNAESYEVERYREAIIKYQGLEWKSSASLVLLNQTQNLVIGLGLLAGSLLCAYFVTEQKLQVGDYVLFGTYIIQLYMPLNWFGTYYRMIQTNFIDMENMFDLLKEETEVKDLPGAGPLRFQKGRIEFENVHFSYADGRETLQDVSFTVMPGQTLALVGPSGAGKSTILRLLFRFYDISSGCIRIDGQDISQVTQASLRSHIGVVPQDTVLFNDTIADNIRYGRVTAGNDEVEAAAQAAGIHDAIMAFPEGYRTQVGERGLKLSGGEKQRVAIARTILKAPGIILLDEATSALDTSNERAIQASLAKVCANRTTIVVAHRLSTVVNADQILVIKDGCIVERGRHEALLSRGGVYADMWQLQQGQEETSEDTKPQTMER
The depositor's hits bear a star; / = no result given.

SMILES	N-glyco inh	Cardio protect	Granule exo inh	Vif imaging	PDI inh	m5-HT2A agonist	CaV13 ICDI inh	aDG glyco act	hiPSC survival	ABCB6 inh 2
Cc1c(CCC(=O)N[C@@H](C)C(=O)O)c(=O)oc2cc3oc4c(c3cc12)CCCC4	-1.6	8.4	2.5	-16.1	-17.4	11.1	-1.1	0.0	-0.4	101.0
CCOc1ccc(N2C(=O)CC(N3CCN(c4ccc(Cl)cc4)CC3)C2=O)cc1 (centres undefined)	0.7	4.6	-1.5	-2.8	0.9	-3.1	-3.6	0.1	-0.7	105.0
Cc1cc(C)nc(NS(=O)(=O)c2ccc(NC(=S)NC(=O)C3CCCC3)cc2)n1	0.6	5.2	-0.3	-8.5	-0.5	1.2	-5.1	0.0	0.8	102.0
CCCCN(C)c1c(C)nc2ccc(C(=O)NCCc3c[nH]c4ccccc34)cn12	-0.2	-1.2	5.7	-0.1	-2.1	2.3	-4.7	0.1	5.1	102.0
Cc1ccc(F)c(CNC(=O)C2(C)CCCN2C(=O)C(C)C)c1F (centres undefined)	0.9	4.5	-8.6	3.7	2.6	6.6	-15.6	0.2	-2.6	95.0
Cc1ccc(NC(=O)CN2CCN(CCN=CC3=C(O)CC(c4ccccc4)CC3=O)CC2)cc1 (centres undefined)	1.3	4.8	7.3	-4.4	12.3	-1.0	-4.7	-0.1	3.0	102.0
Cc1ccc(C)n1-c1ccc(C(=O)N2CCOCC2)cc1	3.0	0.2	-1.2	23.1	6.0	1.3	-7.9	-0.1	0.3	98.0
CC(=O)C1=C(O)C(=O)N(c2ccc(Br)cn2)C1c1cccc([N+](=O)[O-])c1 (centres undefined)	0.2	5.5	5.3	-15.7	1.3	3.2	-3.5	0.0	0.6	100.0
O=C(OCC#CCSc1nnc(-c2cccc3ccccc23)o1)c1ccc(Br)cc1	0.4	-11.9	-2.1	-5.1	0.4	-1.1	-5.7	-0.2	-1.9	100.0
CC(=O)Nc1ccc(NC(=O)C(C)OC(=O)CCSc2ccccc2Cl)cc1 (centres undefined)	1.1	5.0	-1.8	2.0	12.1	3.1	-4.9	1.7	5.6	97.0
CN(CC(=O)Nc1ccncc1)S(=O)(=O)c1ccc(Cl)cc1	2.1	3.7	0.2	/	-3.3	-0.1	-8.8	0.0	0.2	97.0
Cc1ccc(S(=O)(=O)N2CCOCC2)cc1NC(=O)CNCc1ccc(Cl)cc1Cl	-4.3	-0.5	2.6	-2.3	5.2	-0.6	-7.2	0.0	-0.5	97.0
CCC(C)N(C(=O)CSc1nc2ccc(OC)cc2[nH]1)C1CCS(=O)(=O)C1 (centres undefined)	1.7	9.1	2.3	-9.1	-1.1	6.6	-4.9	0.1	0.3	101.0
C/C(=N/NC(=O)c1nnn(-c2nonc2N)c1COc1ccccc1)c1ccc(O)cc1	1.7	-10.1	-0.5	-3.8	-8.0	3.5	-3.2	-0.1	-0.4	96.0
Cc1ccc(NC(=O)c2nc(C)n(-c3ccc([N+](=O)[O-])cc3)n2)cc1	-2.1	0.9	-5.0	-10.4	2.8	0.8	/	-0.1	4.1	92.0
CN(C)c1ccc(-c2ccnc3c2CC(C)(C(=O)NCc2ccncc2)O3)cc1 (centres undefined)	0.6	6.4	6.5	/	4.5	-3.0	-3.5	0.7	-1.7	94.0
C[C@@H]1CN([C@@H](C)CO)C(=O)Cc2cc(NC(=O)Nc3cccc4ccccc34)ccc2O[C@@H]1CN(C)Cc1ccc(C(F)(F)F)cc1	-2.7	-5.7	1.0	3.8	1.3	-11.6	-10.4	2.6	-1.1	93.0
CCC(CO)n1c(=S)[nH]c2cc(OC)c(OC)cc2c1=O (centres undefined)	3.4	5.7	-0.2	-4.1	-0.4	2.8	2.6	-0.3	2.5	93.0
CCCNc1ccc(S(=O)(=O)N(CC)CC)cn1	2.6	0.1	2.1	-10.8	0.8	-2.9	-3.2	-0.4	0.5	111.0
Cn1nc(C(=O)OCc2ccc(Br)cc2F)c2ccccc2c1=O	1.0	-30.2	1.3	-16.0	-6.4	-4.1	2.1	0.1	1.2	96.0
CCCCCCN1C[C@@H](n2cc(C3CC3)nn2)[C@H](O)C[C@@H]1c1ccc(C)cc1	-4.7	-18.9	1.7	5.2	12.9	1.9	-2.4	0.0	-1.7	97.0
Cc1nc(C)n(CC(=O)N2CCCC(C(=O)c3cccc4ccccc34)C2)n1 (centres undefined)	0.3	0.0	3.0	-7.6	12.6	4.2	-4.0	-0.1	3.2	100.0
CCOc1ccc(C2c3[nH]c4ccccc4c3C[C@H]3C(=O)N(C4CCN(Cc5ccccc5)CC4)CC(=O)N23)cc1OC (some centres undefined)	-5.6	-4.2	-4.5	-0.9	-2.3	-2.1	-2.1	1.6	-0.7	92.0
Cc1ccccc1C1CCCN(Cc2nc(C3CC3)no2)C1 (centres undefined)	-3.3	-4.5	-5.3	-1.1	10.3	1.6	1.3	-0.2	-2.4	101.0
O=C(COc1ccc(Cl)cc1Cl)N/N=C/c1ccc[nH]1	1.6	0.0	-1.6	-27.2	2.5	-6.9	-7.2	-0.6	-0.3	109.0
COc1ccc(OC)c(-c2nnc3n2N=C(c2ccc(OC)c(OCC4CC4)c2)CS3)c1	8.5	28.8	-9.3	-4.4	-4.3	2.1	/	0.0	0.3	99.0
Cc1ccc(S(=O)(=O)N2CC(=NO)C2)cc1	-1.0	-0.2	5.9	-7.4	8.6	2.7	-5.9	-0.4	-1.0	98.0
CCOc1ccccc1NC(=O)CSc1nnc2ccc(-c3cccnc3)nn12	0.2	10.4	-1.1	-14.7	10.7	-1.1	-6.3	0.2	0.8	99.0
O=C(NCCOC(=O)C1COc2ccccc2O1)c1cccnc1 (centres undefined)	2.2	12.2	2.8	1.7	3.3	2.8	/	0.0	10.5	97.0
Cc1ccc(C(=O)NC(=S)NNC(=O)c2ccccc2O)cc1	-1.4	2.8	-21.5	-21.2	13.2	1.7	-19.6	0.2	-0.7	90.0
Cc1c(C(=O)N2CCCC2)sc(NC(=O)c2ccccc2)c1C#N	1.2	-1.3	1.3	-3.8	0.3	6.5	/	0.0	-0.5	100.0
CC(=O)Nc1cccc(C(=O)OCC(=O)N2CCN(C(=O)COC(=O)c3cccc(NC(C)=O)c3)CC2)c1	0.5	3.7	0.6	11.9	-19.8	5.0	-3.1	0.0	0.1	89.0
C[C@H]1CN([C@@H](C)CO)C(=O)CCCn2nncc2CO[C@H]1CN(C)S(=O)(=O)c1ccc2ccccc2c1	2.9	5.9	-4.3	-1.7	-1.9	5.7	-10.3	-0.1	-1.1	95.0
NC(=O)c1ccc(NC(=O)COC(=O)c2ccc(Br)o2)cc1	-2.5	-12.0	-4.1	25.3	-2.3	1.2	-1.8	-0.2	-2.0	101.0
COc1ccc(NC(=S)NC(C)Cc2cccs2)cc1 (centres undefined)	0.9	1.4	-3.1	-0.4	3.6	-5.8	-18.9	-0.5	-0.6	97.0
CCCCCCNC(=O)c1ncn[nH]1	-0.2	-7.0	-2.6	-1.1	-3.4	5.0	-4.6	0.3	-0.6	100.0
O=C1CC(N2CCN(Cc3ccc4c(c3)OCO4)CC2)C(=O)N1c1cccc(Cl)c1 (centres undefined)	2.4	2.0	-2.5	2.7	-11.3	-1.8	-7.4	-0.2	-0.9	97.0
COc1ccc(CC(NC(C)=O)C(=O)NC2CCN(C(=O)c3ccc(Cl)cc3)CC2)cc1 (centres undefined)	1.6	-3.5	-6.3	-12.0	22.5	2.7	-2.4	0.0	-0.1	94.0
Cc1ccccc1CC1(CO)CCCN(C(=O)CCN2CCCO2)C1 (centres undefined)	2.0	-0.8	-5.1	-9.8	11.4	8.5	-1.6	0.0	1.1	99.0
Cc1cccc(N2CCN(S(=O)(=O)c3ccc4c(c3)CC(C)N4C(=O)C3CC3)CC2)c1C (centres undefined)	-5.7	-6.7	13.1	-7.4	4.9	3.2	-6.5	0.1	0.4	100.0
COc1cc(/C=C/C(=O)OCC(=O)Nc2ccccc2Cl)cc(OC)c1OC	3.3	-4.6	1.2	-1.6	-13.7	3.0	-6.3	-0.1	0.1	98.0
COc1ccc(Oc2nccc(-c3ccc(F)cc3)c2C#N)cc1	0.7	1.4	14.5	33.0	0.2	-3.4	/	-0.2	-0.1	93.0
O=C(COC(=O)C1CC1)NCc1ccccc1	0.4	0.4	3.5	-0.7	1.7	-3.6	-5.8	0.0	-0.3	103.0
CCc1ccc2nc(SCC(=O)N3CC(=O)Nc4ccccc43)c(C#N)cc2c1	9.2	0.4	0.9	/	5.0	-0.8	-4.7	-0.2	2.7	99.0
Cc1ccc(S(=O)(=O)Cn2nnnc2C(CC(C)C)N2CCN(c3ccccc3)CC2)cc1 (centres undefined)	2.9	-3.0	-2.1	0.1	12.4	7.3	-5.6	1.1	0.6	89.0
CC1(C)S[C@@H]2C(C(=O)OCc3ccccc3)NC(=O)N2C1C(=O)OCc1ccccc1 (some centres undefined)	2.0	-13.0	9.7	-4.2	-0.4	-0.8	-10.3	0.0	-2.8	98.0
CC(CC(=O)O)CC(=O)Nc1ccc(S(N)(=O)=O)cc1 (centres undefined)	1.2	1.1	6.3	-4.8	-0.1	1.8	-4.9	0.0	-3.6	105.0
CCC12CC3CC(C1)CC(C(=O)O)(C3)C2	2.3	2.5	-2.0	-1.1	-0.7	6.7	-7.7	-0.1	1.4	89.0
O=C(Nc1ccc(Cl)cc1F)c1cc(S(=O)(=O)N2CCCCC2)ccc1F	-0.5	-7.2	0.4	-14.7	-1.6	-0.9	-3.3	-0.3	-0.7	91.0
COc1ccc(Cc2nnc(NC(=O)c3cccs3)s2)cc1	3.6	0.7	5.6	-7.6	13.1	0.7	/	0.1	8.4	106.0
COCCn1c(SCC(=O)c2c(N)n(C)c(=O)n(C)c2=O)nc2ccccc21	1.1	-2.2	-0.2	0.2	1.3	-2.2	1.6	0.4	0.7	104.0
COc1ccc(CNC(=O)Cc2ccc(OC)c(S(=O)(=O)N3CCOCC3)c2)cc1	2.5	-3.0	-0.4	/	2.4	0.9	-6.2	0.6	-1.5	89.0

Arranged by SMILES length (low to high): some entries from above.
SMILES	N-glyco inh	Cardio protect	Granule exo inh	Vif imaging	PDI inh	m5-HT2A agonist	CaV13 ICDI inh	aDG glyco act	hiPSC survival	ABCB6 inh 2
CCC12CC3CC(C1)CC(C(=O)O)(C3)C2	2.3	2.5	-2.0	-1.1	-0.7	6.7	-7.7	-0.1	1.4	89.0
COc1ccc(Cc2nnc(NC(=O)c3cccs3)s2)cc1	3.6	0.7	5.6	-7.6	13.1	0.7	/	0.1	8.4	106.0
CC1(C)S[C@@H]2C(C(=O)OCc3ccccc3)NC(=O)N2C1C(=O)OCc1ccccc1 (some centres undefined)	2.0	-13.0	9.7	-4.2	-0.4	-0.8	-10.3	0.0	-2.8	98.0
